V1R ag counter: counter-screen for oxytocin receptor agonists: human V1a receptor agonists. 0.25% of 320,000 active. CHO-V1R cells, Fluo-8 calcium fluorescence, agonist mode; 0% DMSO, 100% 3 nM vasopressin. activation, % at 3 µM;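 active = activation above the mean activation of all tested compounds plus 3 SD, per screening run, cut at about 20% in these data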;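 also: signal is peak over basal fluorescence ratio across a 100 second FLIPR read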
M1 ag parental: nonselective activator or artifact in parental CHO-K1 cells; Fluo-8 calcium fluorescence; scaled to maximal ATP response, vehicle zero; activation, % at 3 µM; 0.48% of 360,000 active; AID 602248; in the data active = activation above about 15%;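 also: untransfected CHO-K1 host cells lacking M1 receptor as counterscreen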
CHO parental Ca: counter-screen for OX1R antagonists: effect in parental CHO cells; parental CHO-K1, ATP-induced calcium, Fluo-8 fluorescence; inhibition, % at 5.6 µM; 0.63% of 330,000 active;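 active = inhibition above that plate's mean sample inhibition plus 3 SD, cut at about 26% in these data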;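 also: 0% = ATP-challenged DMSO wells and 100% = DMSO wells without ATP; some compounds past the cut are filed as inactive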
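Test system: untransfected parental CHO cell line; also added: ATP stimulus; dosing: 5.6 µM, single dose; signal: calcium-sensitive Fluo-8 fluorescence; measure: percent inhibition of ATP-evoked calcium rise, normalized to controls; benchmarks: low control ATP plus DMSO, high control DMSO only; replication: one well per compound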
CHO-K1 Ca antag: counter-screen for M1 antagonists: effect in parental CHO-K1 cells; ATP-induced calcium, Fluo-8 fluorescence; inhibition, % at 3 µM; 0.6% of 360,000 active; AID 602250;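 active = inhibition above a per-plate cutoff, the plate's mean sample inhibition plus 3 SD, cut at about 24% in these data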;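 also: 0% = DMSO plus EC80 ATP and 100% = DMSO alone without ATP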
OXTR ag: human OXTR agonism; activation, % at 3 µM; 0.32% of 320,000 active; CHO-OTR cells, Fluo-8 calcium fluorescence; normalized: DMSO 0%, oxytocin 100%;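 active = activation above the mean of all tested compounds plus 3 SD, cutoff set per screening run, cut at about 20% in these data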;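 also: peak over basal fluorescence ratio from a 100 s FLIPR kinetic read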
Target sequence (P30559 whole entry, looked up): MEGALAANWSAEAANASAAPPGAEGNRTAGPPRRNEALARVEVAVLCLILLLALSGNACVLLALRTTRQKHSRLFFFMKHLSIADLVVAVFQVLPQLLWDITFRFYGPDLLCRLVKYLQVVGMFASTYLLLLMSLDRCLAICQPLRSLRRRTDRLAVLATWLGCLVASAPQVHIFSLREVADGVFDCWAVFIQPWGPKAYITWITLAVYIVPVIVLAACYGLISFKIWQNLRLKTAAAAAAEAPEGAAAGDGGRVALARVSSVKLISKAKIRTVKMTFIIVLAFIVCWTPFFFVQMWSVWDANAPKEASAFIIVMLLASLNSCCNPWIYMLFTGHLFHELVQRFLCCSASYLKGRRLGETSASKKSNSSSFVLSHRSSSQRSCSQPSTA
M1 PAM parental: counter-screen for M1 PAMs: effect in parental CHO-K1 cells; activation, % at 3 µM; ATP EC20, Fluo-8 calcium fluorescence; 0% at ATP EC20, 100% at ATP max; 0.02% of 360,000 active; AID 602247;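 active = activation above the run cutoff, the mean activation of all test compounds plus 3 SD, cut at about 40% in these data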;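 also: peak over basal fluorescence ratio in a 140 s read after ATP addition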
GPR7 antagonist: human neuropeptides B/W receptor 1 antagonism. P48145. 1.1% of 290,000 active. inhibition, % at 4.4 µM. GPR7-expressing cells, fluorescence antagonist assay. AID 1861; in the data active = inhibition above about 16%, passing the limit was not always enough;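 also: cells stimulated with the agonist NPW; 0% = agonist with vehicle and 100% = vehicle without agonist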
Target sequence (P48145 whole entry, looked up): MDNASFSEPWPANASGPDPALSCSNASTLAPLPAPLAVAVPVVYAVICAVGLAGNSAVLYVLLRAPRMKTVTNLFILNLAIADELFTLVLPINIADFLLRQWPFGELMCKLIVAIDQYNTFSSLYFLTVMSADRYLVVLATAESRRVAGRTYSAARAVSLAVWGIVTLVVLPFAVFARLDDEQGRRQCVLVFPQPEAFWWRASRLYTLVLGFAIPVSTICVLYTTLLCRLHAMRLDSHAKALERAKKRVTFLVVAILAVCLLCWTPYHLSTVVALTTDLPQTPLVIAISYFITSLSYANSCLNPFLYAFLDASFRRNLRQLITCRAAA
OXTR potentiator: potentiates the human oxytocin receptor response. 0.061% of 320,000 active. P30559. activation, % at 3 µM. CHO-OTR cells, Fluo-8 calcium fluorescence, potentiator mode; 0% = oxytocin EC15, 100% = EC100;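 active = activation above that plate's cutoff, the mean activation of tested compounds plus 3 SD, cut at about 6.6% in these data, passing the limit was not always enough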;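 also: 100% uses oxytocin at 75 nM as the full agonist control; some results filed as inactive read as strong as hits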
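Assay system: CHO cell line stably expressing human OTR. Reagent: EC15 oxytocin agonist. Dosing: single dose, 3.0 µM nominal final compound concentration. Timing: compound 6 min at room temperature before oxytocin, 100 s read. Signal: kinetic Fluo-8 calcium fluorescence. Controls: oxytocin EC15 low and EC100 high.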
TAAR1 antagonist: human TAAR1 antagonism; CHO RD-HGA16 TAAR1, Fluo-8 calcium fluorescence, antagonist; 1.5% of 360,000 active; inhibition, % at 3 µM; AID 624466;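 active = inhibition above a per-plate cutoff, the mean inhibition of test compounds on that plate plus 3 SD, cut at about 49% in these data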;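 also: 0% = DMSO plus EC80 beta-PEA response and 100% = DMSO alone without agonist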
Target sequence (Q96RJ0 whole entry, looked up): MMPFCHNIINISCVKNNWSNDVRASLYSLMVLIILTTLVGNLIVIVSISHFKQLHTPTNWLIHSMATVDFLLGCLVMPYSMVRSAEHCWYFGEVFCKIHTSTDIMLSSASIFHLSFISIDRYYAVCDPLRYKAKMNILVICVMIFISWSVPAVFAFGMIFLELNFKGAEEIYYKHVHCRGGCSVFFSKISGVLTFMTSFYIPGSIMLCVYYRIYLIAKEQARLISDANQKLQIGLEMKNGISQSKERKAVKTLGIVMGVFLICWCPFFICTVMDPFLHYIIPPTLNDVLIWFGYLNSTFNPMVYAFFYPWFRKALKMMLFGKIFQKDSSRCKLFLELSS
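Test system: CHO RD-HGA16 cells bearing hTAAR1 | Reagent: β-PEA, EC80 | Compound dosing: 3 µM, single point | Schedule: Dye loading 75 min at 37 °C, then 30 min room temperature | Signal: Calcium fluorescence with Fluo-8 | Evaluation: Percent inhibition of PEA-evoked calcium signal, max/basal emission ratio | Control set: DMSO-only wells and EC80 β-PEA-stimulated wells | Repeats: Singlicate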
* hit, by the source's call; x = no result given.

Order of values – CHO parental Ca	OXTR potentiator	OXTR ag	V1R ag counter	CHO-K1 Ca antag	M1 PAM parental	M1 ag parental	GPR7 antagonist	TAAR1 antagonist
- Cn1cccc1/C=N/NC(=O)c1ccc[n+]([O-])c1
    -3.2	-5.9	-0.4	0.5	-4.8	10.3	0.2	-4.3	4.1
- O=C(Oc1ccccc1N1CCOCC1)c1ccccc1
    -6.0	-6.3	-1.1	-1.1	-3.0	16.8	0.9	-1.2	1.1
- COc1cccc(C(=O)NC2CC3CCCC(C2)N3S(=O)(=O)c2ccccc2)c1 (stereo not drawn)
    -17.7	-2.6	-0.1	-0.7	-11.9	16.1	4.8	-9.7	1.8
- COc1ccc(C(C(=O)NCC2CCCO2)N(C(=O)CNC(=O)c2ccco2)c2ccccc2)cc1OC (stereo not drawn)
    -5.1	-10.5	1.4	0.7	1.2	1.8	0.2	-10.2	-2.0
- Cc1ccc(/C(=N/Nc2ncnc3ccccc23)C(=O)O)cc1
    -14.7	-1.9	0.1	0.8	-23.7	4.4	0.4	-3.0	5.2
- COc1ccc(C=C2C=C(C(C)(C)C)C(=O)C(C(C)(C)C)=C2)cc1OC
    -18.1	-2.5	-2.6	-1.1	-9.2	16.4	0.1	-7.4	-16.8
- Cc1cccc(C)c1NCc1n[nH]c(=S)n1-c1ccccc1
    -14.9	-2.5	-0.8	0.9	-14.0	15.9	0.8	-14.2	2.5
- CC(=O)c1cccc(NS(=O)(=O)c2ccc(-c3cc(C)no3)s2)c1
    13.7	-14.5	13.5	8.6	11.7	-12.2	11.1	3.0	-2.9
- COc1ccc(C(=O)OCCN2C(=O)c3ccccc3C2=O)cc1
    -7.1	-9.9	5.9	7.1	-20.7	19.7	7.7	-10.1	19.7
- Nc1nc(SCC(=O)Nc2ccc(Cl)c(S(=O)(=O)N3CCOCC3)c2)n[nH]1
    -2.0	3.1	0.1	0.0	0.2	-1.1	0.2	-11.7	5.4

Remaining list, next part:
Order of values – CHO parental Ca	OXTR potentiator	OXTR ag	V1R ag counter	CHO-K1 Ca antag	M1 PAM parental	M1 ag parental	GPR7 antagonist	TAAR1 antagonist
- CCCCCc1cc(=O)oc2c(C(CCN3CCCC(C)C3)c3ccc4c(c3)OCO4)c(OC)cc(OC)c12 (stereo not drawn)
    5.2	-4.8	7.2	0.8	-0.2	10.8	1.9	x	14.9
- Cc1ccc(NC(=O)CNC2CCCCC2)cc1Cl
    7.8	1.6	-0.3	0.5	11.1	-18.8	-0.6	7.8	-12.0
- Cc1ccc2nc(SCC(=O)Nc3cccc(S(=O)(=O)NC4=NCCCCC4)c3)[nH]c2c1
    -26.6	-5.2	-0.3	-0.7	-16.2	15.5	2.9	9.3	6.0
- Cc1onc(-c2ccccc2Cl)c1C(N)=O
    -3.0	-1.8	0.8	-0.3	-2.1	7.6	0.3	-6.6	-1.0
- Fc1ccccc1NC(=S)N(CCCN1CCOCC1)Cc1cccnc1
    0.2	-2.4	0.4	-0.7	-7.4	2.9	0.4	7.0	-23.5
- CC(C)(CNCc1ccccc1)NS(=O)(=O)c1ccc(Cl)cc1
    -19.6	-8.5	0.9	-0.6	-5.9	-7.8	-0.5	x	2.0
- CC(C)n1ncc2c(C(=O)Nc3cccc(C#N)c3)cc(C3CC3)nc21
    0.6	-14.8	0.6	4.5	-2.0	-5.7	4.1	x	47.0
- O=C(CO/N=C/c1ccccc1OC(F)F)NC1CCCCC1
    -6.6	-3.7	-2.0	2.0	-6.9	23.0	0.3	-1.8	-10.9
- O=C1CCCN1CCCNc1ncccc1[N+](=O)[O-]
    6.2	-7.3	0.3	-0.7	1.8	-10.6	0.3	-5.6	-9.6
- O=C(CSc1nnc(COc2ccc(Cl)cc2)n1Cc1ccco1)N1CCNC1=O
    x	x	x	x	-14.4	7.0	2.2	x	11.4

Other compounds follow.
Order of values – CHO parental Ca	OXTR potentiator	OXTR ag	V1R ag counter	CHO-K1 Ca antag	M1 PAM parental	M1 ag parental	GPR7 antagonist	TAAR1 antagonist
- O=C(CSCc1ccc([N+](=O)[O-])cc1)Nc1cccc(C(=O)Nc2ccccc2C(=O)O)c1
    1.1	-4.5	-1.8	-0.8	-15.0	-0.6	-0.7	-8.2	-14.6
- O=C(CCC1CCCCC1)NCCN1C2=NC[C@@H](Cc3ccccc3)N2C[C@H]1Cc1ccc(O)cc1
    -25.9	-5.8	-0.4	1.2	-7.6	-2.9	-0.9	45.7*	3.6
- CC#CCN1c2ccccc2[C@]23C[C@@H](C(=O)OC)N(C(=O)NC(C)(C)C)C2=NC(C(=O)OC)=C(C(=O)OC)[C@H]13
    -15.6	-1.4	-1.6	0.3	-9.1	10.9	0.3	x	32.1
- CCN(CC)S(=O)(=O)c1cccc(C(=O)N/N=C2\CC(=O)CC(C)(C)C2)c1
    18.1	-6.5	-0.2	-0.2	-16.9	33.3	3.5	2.0	4.4
- Cc1nn(C)c(C(=O)NC(=S)Nc2ccccc2O)c1Cl
    -12.0	-9.2	6.4	2.5	4.2	3.0	3.6	-17.2	13.8
- COc1ccc(C(=O)NC2CCN(C(=S)NCCc3ccccc3)CC2)cc1
    -19.0	-1.5	-1.0	-0.3	2.2	5.2	0.6	-6.1	-5.4
- CCOC(=O)C1=C(C)N(C)C(=S)NC1c1ccc(Cl)cc1 (stereo not drawn)
    -26.3	0.0	-2.7	-1.5	-6.3	18.1	1.1	-0.8	-6.1
- Cc1nc(NC(=O)C(C)Oc2cccc(Cl)c2)sc1C(=O)N(C)C (stereo not drawn)
    -2.7	-7.3	1.9	1.7	-8.2	21.0	2.6	-4.8	8.4
- Cc1cc(C)c(C)c(OCCCOc2cccc3cccnc23)c1
    -35.2	-1.3	-1.4	-0.8	-15.7	24.7	0.2	-16.9	-26.1
- O=C(Nc1ccc(N2CCN(C(=O)c3ccccc3)CC2)cc1)c1ccc2c(c1)OCO2
    -14.7	-15.2	2.6	4.2	-14.4	-7.2	3.0	10.2	-29.8

Next part.
Order of values – CHO parental Ca	OXTR potentiator	OXTR ag	V1R ag counter	CHO-K1 Ca antag	M1 PAM parental	M1 ag parental	GPR7 antagonist	TAAR1 antagonist
- COc1ccc(CN2C(=O)CCC2(C)c2nnnn2-c2ccc3c(c2)OCCO3)cc1 (stereo not drawn)
    x	x	x	x	-13.3	16.6	0.7	x	-18.1
- COc1ccc(NC(=O)CN2CCc3ccccc3C2)cc1OC
    -2.0	-1.7	0.3	1.0	-8.6	7.0	-0.1	-7.5	4.2
- O=C(COc1cccc(Cl)c1)Nc1ccc2c(c1)CCC2
    -22.6	-1.0	-0.9	-0.4	-2.2	0.6	0.5	-9.1	15.2
- O=C(Cc1ccccc1F)Nc1ccc2c(c1)CCC2
    -9.4	3.1	-0.3	-0.5	-7.1	4.7	0.2	-19.2	9.0
- CC(=O)NS(=O)(=O)c1ccc(NC(=O)/C=C/c2ccc(C)o2)cc1
    7.0	-3.7	0.4	0.7	-3.7	10.2	0.6	-4.3	-4.9
- COc1ccc(CNC(=O)CCCn2ncn3c(cc4occc43)c2=O)cc1
    -13.2	-11.5	-0.5	0.1	-8.5	20.7	0.9	-7.3	-12.4
- COc1ccc(NC(=S)N(Cc2ccc(N(C)C)cc2)Cc2ccco2)cc1
    -10.5	-0.4	-3.1	0.9	2.3	8.3	-0.2	0.0	3.0
- COc1cc(C)nc(Oc2ccc(=O)n(C)n2)n1
    x	x	x	x	-10.8	21.2	0.7	-5.0	4.7
- Cc1cccc(C(=O)NC(=S)Nc2c(C)n(C)n(-c3ccccc3)c2=O)c1
    -9.9	1.4	-0.2	0.4	-9.8	10.2	-0.1	-9.9	2.9
- COC(=O)N1CCCCC1c1cc(C(=O)Nc2ccccc2Cl)no1 (stereo not drawn)
    x	x	x	x	-9.8	10.4	0.7	x	-20.7

(list continues)
Order of values – CHO parental Ca	OXTR potentiator	OXTR ag	V1R ag counter	CHO-K1 Ca antag	M1 PAM parental	M1 ag parental	GPR7 antagonist	TAAR1 antagonist
- c1ccc(Nc2nc(N3CCOCC3)nc(N3CCOCC3)n2)cc1
    -16.8	9.8	-2.2	-1.4	1.7	10.2	0.1	-3.6	0.0
- O=C(Nc1nc2ccccc2[nH]1)c1ccc(S(=O)(=O)N2CCOCC2)cc1
    -9.7	-0.8	0.3	1.1	-12.0	22.6	2.5	-6.8	-8.0
- COc1ccc(COC(=O)CCS(=O)(=O)c2ccc(C)cc2)cc1
    -15.6	-10.1	-0.5	-0.3	-4.6	0.7	1.0	x	-22.0
- C/C=C/C1=CC(=O)C[C@H](c2ccc3c(c2)OCO3)C1
    -14.8	-1.9	-1.2	-0.3	-10.8	1.3	0.1	x	2.1
- Cc1cc(C)c2sc(N(CCN(C)C)C(=O)c3cc(Cl)sc3Cl)nc2c1
    -21.3	6.2	1.8	1.4	-12.0	6.0	1.1	-22.2	-26.6
- O=C(CN1CCNCC1)NCCSc1ccc(Cl)cc1
    -12.9	1.6	0.1	-0.8	-8.4	22.8	0.3	-5.7	-10.1
- CSCCC(NC(=O)c1ccccc1Br)C(=O)N1CCN(C/C=C/c2ccccc2)CC1 (stereo not drawn)
    x	x	x	x	-18.2	8.6	1.7	x	-8.3
- COC(C[C@@H]1O[C@@H]1C(=O)[C@H](C)OCc1ccccc1)OC
    -4.6	0.1	-0.9	0.1	-2.2	-17.1	-0.2	x	2.5
- OC[C@@H]1[C@@H](c2ccc(Cl)cc2)C(c2ccc(F)cc2)=NN1c1ccccc1
    10.9	x	x	x	0.3	5.8	1.5	x	-14.6
- C[C@H](CO)N1C[C@H](C)[C@@H](CN(C)Cc2ccc(Cl)c(Cl)c2)OCCCC[C@H](C)Oc2ccc(NC(=O)CCC(F)(F)F)cc2C1=O
    x	x	x	x	-17.9	20.6	0.3	x	-6.9
- COc1ccc(CCN(C)C(=O)C2CCN(C(=O)Nc3ccccc3)CC2)cc1OC
    -7.0	6.2	-0.9	1.4	6.8	-18.0	-0.1	x	-17.5
- O=C(NNc1c(Cl)cccc1Cl)c1ccno1
    8.1	-2.3	-0.2	-0.1	0.7	-8.5	0.2	-8.1	-46.7
- O=C(CSc1nc2ccccc2nc1N1CCCCC1)Nc1ccc(F)cc1
    3.3	-0.3	-0.8	-0.2	-2.1	14.4	0.2	-1.7	-17.9

Compound activity: PubChem, The Scripps Research Institute Molecular Screening Center
